Assay outcomes from PubChem BioAssay.
SKKanGAS inh – S. pyogenes SKKanGAS growth inhibitors in kanamycin, primary screen, streptokinase expression inhibitor project, SKKanGAS strain, BacTiter-Glo luminescence; 6 h; hit rate 1.3% among 300,000; AID 1662, 2009; inhibition, % at 7.5 µM;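 active = mean replicate score, as percent of positive control median, at least 50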;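 note: strain carries kanamycin resistance gene driven by streptokinase promoter and grows in 40 µg/ml kanamycin; loss of luminescence reflects streptokinase promoter inhibition or plain growth inhibition; 0% = median of DMSO wells and 100% = positive control at its reference dose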
RGS4 act – RGS4 potentiators or activators, primary screen, cell-based, HEK293 M3R inducible RGS4, calcium flux; B-score at 10 µM; hit rate 0.92% among 310,000; carbachol calcium flux Fluo4; stronger effect = lower value; AID 463111, 2010;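 active = B-score of the integrated calcium signal more than 4 SD below the library mean, with starting fluorescence not abnormally high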;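 note: negative B-score means reduced calcium response which marks RGS4 activation or potentiation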
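Detection: kinetic calcium fluorescence imaging with Fluo4-AM dye, 2 µM / Material: HEK293 cells with stable M3R and inducible RGS4 / Schedule: recording 10 s baseline at 1 Hz, 100 s post-agonist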
TRPC4 inh – inhibitors of mouse TRPC4 channel, primary screen, Fluo4 calcium, HEK293 TRPC4beta/mu-opioid cells | Short transient receptor potential channel 4 (Mus musculus), Q9QUQ5 | DAMGO-evoked Fluo4 calcium flux; stronger effect = lower value | B-score at 10 µM | hit rate 0.39% among 300,000;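 active = B-score over 3 SD under the library average, no early fluorescence shift, positive overall ratio signal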
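Test system – stable TRPC4beta/mu-opioid receptor HEK293 cells · Probe or stimulus – DAMGO, a submaximal dose followed by a maximal one · Dosing – one concentration per compound · Signal – Fluo4 calcium fluorescence by kinetic imaging, 5 s 1 Hz baseline · Evaluation – per-well B score of integrated baseline-normalized Fluo4 ratio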
RGS4 block – RGS4 inhibitors, primary screen, cell-based, HEK293 M3R inducible RGS4, calcium flux; Regulator of G-protein signaling 4 (Homo sapiens), P49798; Fluo-4 calcium flux; stronger effect = higher value; triggered by carbachol at its EC20; B-score at 10 µM; hit rate 0.45% among 310,000; AID 463165, 2010;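 active = B-score, a plate-corrected calcium signal, over three deviations above library mean, with baseline fluorescence within five deviations of library mean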;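 note: RGS4 expression induced by doxycycline in cells with stable M3 receptor; B-score is computed from the integrated fluorescence ratio over baseline after carbachol; higher B-score means a larger calcium signal and so more RGS4 inhibition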
Target sequence (P49798 whole entry, looked up): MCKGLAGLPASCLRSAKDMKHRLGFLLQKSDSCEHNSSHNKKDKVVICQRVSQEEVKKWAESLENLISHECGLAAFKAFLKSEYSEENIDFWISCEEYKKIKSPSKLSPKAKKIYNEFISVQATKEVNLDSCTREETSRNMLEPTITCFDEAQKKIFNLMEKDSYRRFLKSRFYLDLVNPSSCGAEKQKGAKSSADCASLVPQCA
TRPC6 inhibitor – mouse TRPC6 channel inhibitors, primary screen, cell-based, HEK293, membrane potential dye. ACh-evoked depolarization; stronger effect = lower value. B-score at 10 µM. hit rate 1.1% among 310,000. AID 2553, 2010;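 active = B-score under library mean minus 3 SD, initial fluorescence not abnormally high, positive integrated signal ratio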;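 note: B-score derived from integrated fluorescence ratio over the kinetic read; more negative B-score means stronger inhibition of depolarization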
MrgX1 ag – agonists of human MrgX1 receptor, primary screen, HEK293 cells, Fluo-4 calcium flux; hit rate 0.44% among 310,000; Mas-related G-protein coupled receptor member X1 (Homo sapiens), Q96LB2; B-score at 10 µM; Fluo-4 calcium fluorescence, agonist mode; stronger effect = higher value; AID 588627, 2011;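 active = calcium response B-score plate-corrected fluorescence ratio at least 3 library SD, with starting fluorescence B-score inside 5 SD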
Target sequence (Q96LB2 whole entry, looked up): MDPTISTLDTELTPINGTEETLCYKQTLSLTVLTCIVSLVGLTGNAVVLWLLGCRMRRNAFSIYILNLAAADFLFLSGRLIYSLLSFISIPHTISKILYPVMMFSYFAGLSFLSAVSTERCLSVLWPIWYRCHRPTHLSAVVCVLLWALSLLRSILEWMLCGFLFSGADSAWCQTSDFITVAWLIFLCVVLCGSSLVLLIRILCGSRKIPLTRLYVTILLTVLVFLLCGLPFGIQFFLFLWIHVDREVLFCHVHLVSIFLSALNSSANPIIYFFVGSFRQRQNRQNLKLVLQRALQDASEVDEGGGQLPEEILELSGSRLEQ
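System – MrgX1-expressing HEK293 cells · Incubation – cells plated overnight, dye loaded 0.5 h 37 °C, 0.5 h room temperature · Technique – kinetic Fluo-4 NW fluorescence of intracellular calcium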
HIF activator – HIF pathway transcriptional activators, primary screen, cell-based, U2OS HRE-luciferase, luminescence. activation, % at 7.5 µM (by protocol). U2OS HRE-luciferase reporter; normalized: DMSO 0%, desferrioxamine 100%. hit rate 0.32% among 300,000. AID 1910, 2009;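 active = mean activation of at least 10% of the iron chelator positive control signal, with at least half of replicates also reaching 10%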
MrgX1 antag – antagonists of human MrgX1 receptor, primary screen, HEK293 cells, Fluo-4 calcium flux; hit rate 1.3% among 310,000; B-score at 10 µM; Mas-related G-protein coupled receptor member X1 (Homo sapiens), Q96LB2; BAM8-22 antagonism; stronger effect = lower value;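 active = calcium-response B-score plate-corrected more than 3 library SD below zero, starting fluorescence within 5 deviations, no agonist response on first addition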;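 note: peak minus trough fluorescence over baseline after final BAM8-22 challenge near maximal dose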
MrgX1 allo act – positive allosteric modulators of MrgX1, primary screen, HEK293 cells, Fluo-4 calcium flux; Mas-related G-protein coupled receptor member X1 (Homo sapiens), Q96LB2; FDSS; stronger effect = higher value; B-score at 10 µM; hit rate 0.63% among 310,000; AID 588675, 2011;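 active = plate-corrected calcium response at least 3 library SD above typical, normal starting fluorescence, not activating the receptor alone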;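 note: compound read alongside a low EC10 to EC30 dose of BAM8-22 agonist; peak minus trough fluorescence over baseline measured at the second addition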
Platelet DG rel – inhibitors of platelet dense granule secretion, primary screen, cell-based, MLPCN, human platelets; human platelet-rich plasma, SFLLRN dense granule ATP release, luminescence; inhibition, %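 (compounds screened at 7.5 µM in platelet-rich plasma)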; hit rate 0.22% among 300,000;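 active = mean replicate score, as percent of positive control, at or above 50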
TRPC6 act – mouse TRPC6 channel activators, primary screen, cell-based, HEK293, membrane potential dye | Short transient receptor potential channel 6 (Mus musculus), Q61143 | B-score at 10 µM | HEK293-TRPC6 membrane potential dye fluorescence; stronger effect = higher value | AID 2550, 2010 | hit rate 0.13% among 310,000;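 active = B-score of the integrated fluorescence ratio above library mean plus 3 SD, and starting fluorescence ratio within library mean plus 5 SD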;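 note: higher score means more depolarization so channel activation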
An asterisk follows results filed as active.

For CC(C)c1ccc(CNNC(=O)c2ccccc2)cc1 the results were SKKanGAS inh -6, RGS4 act inactive, TRPC4 inh inactive, RGS4 block inactive, TRPC6 inhibitor inactive, MrgX1 ag inactive, HIF activator 2.6, MrgX1 antag inactive, MrgX1 allo act inactive, Platelet DG rel 26 and TRPC6 act inactive.
Screening CN(CC(=O)Nc1ccc(Cl)cc1)CC(=O)Nc1ccc(C(N)=O)cc1 returned SKKanGAS inh -8, RGS4 act inactive, TRPC4 inh inactive, RGS4 block inactive, TRPC6 inhibitor inactive, MrgX1 ag inactive, HIF activator 1.8, MrgX1 antag inactive, MrgX1 allo act inactive, Platelet DG rel 0 and TRPC6 act inactive.
Cn1c(=O)[nH]c(=O)c2c1nc(Br)n2CC(O)COc1ccc(Cl)cc1 (configuration not stated) was read as SKKanGAS inh -4, RGS4 act inactive, TRPC4 inh inactive, RGS4 block inactive, TRPC6 inhibitor inactive, MrgX1 ag inactive, HIF activator -0.1, MrgX1 antag inactive, MrgX1 allo act inactive, Platelet DG rel 1 and TRPC6 act inactive.
Cc1cc(C)n(CCN(C)C(=O)CCc2nnc(-c3ccc4c(c3)OCO4)o2)n1 was read as SKKanGAS inh -6, RGS4 act inactive, TRPC4 inh inactive, RGS4 block inactive, TRPC6 inhibitor inactive, MrgX1 ag inactive, HIF activator 0.4, MrgX1 antag inactive, MrgX1 allo act inactive, Platelet DG rel 7 and TRPC6 act inactive.
`O=C(CN1C(=O)C(c2ccccc2)Oc2cccnc21)NCc1ccccc1F` (configuration not stated) gave SKKanGAS inh 0, RGS4 act inactive, TRPC4 inh inactive, RGS4 block inactive, TRPC6 inhibitor inactive, MrgX1 ag inactive, HIF activator 0.4, MrgX1 antag inactive, MrgX1 allo act inactive, Platelet DG rel 1 and TRPC6 act inactive.
Cc1oc(-c2cccc(Cl)c2)nc1CS(=O)(=O)CC(=O)NCCN1CCCC1 was read as SKKanGAS inh -2, RGS4 act inactive, TRPC4 inh inactive, RGS4 block inactive, TRPC6 inhibitor inactive, MrgX1 ag inactive, HIF activator -0.1, MrgX1 antag inactive, MrgX1 allo act inactive, Platelet DG rel 0 and TRPC6 act inactive.
For CCOC(=O)c1c(C)oc2c1c(C(c1cccnc1)N1CCCCC1)c(O)c1ccccc12 (configuration not stated) the results were SKKanGAS inh 1, RGS4 act inactive, TRPC4 inh inactive, RGS4 block inactive, TRPC6 inhibitor inactive, MrgX1 ag inactive, HIF activator 2.6, MrgX1 antag inactive, MrgX1 allo act inactive, Platelet DG rel -7 and TRPC6 act inactive.
C/C(=N\NC(=O)c1ccccc1)c1nc2ccccc2n1C was read as SKKanGAS inh 8, RGS4 act inactive, TRPC4 inh inactive, RGS4 block inactive, TRPC6 inhibitor inactive, MrgX1 ag inactive, HIF activator 0.5, MrgX1 antag inactive, MrgX1 allo act inactive, Platelet DG rel -1 and TRPC6 act inactive.
Screening O=C(Cn1c(=O)oc2ccccc21)Nc1nc(-c2ccccc2)cs1 returned SKKanGAS inh -4, RGS4 act inactive, TRPC4 inh inactive, RGS4 block inactive, TRPC6 inhibitor inactive, MrgX1 ag inactive, HIF activator -0.5, MrgX1 antag inactive, MrgX1 allo act inactive, Platelet DG rel 4 and TRPC6 act inactive.
Screening O=c1[nH]c(CSc2ccccc2)nc2c1oc1ccccc12 returned SKKanGAS inh -3, RGS4 act inactive, TRPC4 inh inactive, RGS4 block inactive, TRPC6 inhibitor inactive, MrgX1 ag inactive, HIF activator 0.1, MrgX1 antag inactive, MrgX1 allo act inactive, Platelet DG rel 18 and TRPC6 act inactive.
CN(CC(=O)Nc1ccc(N2CCOCC2)cc1)CC(=O)Nc1ccc(C(F)(F)F)cc1 was read as RGS4 act inactive, TRPC4 inh inactive, RGS4 block inactive, TRPC6 inhibitor inactive, MrgX1 ag inactive, MrgX1 antag inactive, MrgX1 allo act inactive and TRPC6 act inactive.
For Cc1ccc(S(=O)(=O)N2CCN(C(=O)CN3C(=O)NC4(CCOc5ccccc54)C3=O)CC2)cc1 (configuration not stated) the results were SKKanGAS inh 0, RGS4 act inactive, TRPC4 inh inactive, RGS4 block inactive, TRPC6 inhibitor inactive, MrgX1 ag inactive, HIF activator 2.3, MrgX1 antag inactive, MrgX1 allo act inactive, Platelet DG rel -2 and TRPC6 act inactive.
`O=C(c1ccc2c(=O)n(Cc3ccc(Cl)cc3)c(=S)[nH]c2c1)N1CCOCC1` gave SKKanGAS inh 16, RGS4 act inactive, TRPC4 inh inactive, RGS4 block inactive, TRPC6 inhibitor inactive, MrgX1 ag inactive, HIF activator -1.7, MrgX1 antag inactive, MrgX1 allo act inactive, Platelet DG rel 0 and TRPC6 act inactive.
CCOC(=O)C1CCN(C(=O)c2cc(S(=O)(=O)N3CCc4ccccc43)ccc2OC)CC1 was read as SKKanGAS inh -7, RGS4 act inactive, TRPC4 inh inactive, RGS4 block inactive, TRPC6 inhibitor inactive, MrgX1 ag inactive, HIF activator -1.7, MrgX1 antag inactive, MrgX1 allo act inactive, Platelet DG rel 0 and TRPC6 act inactive.
Screening COc1ccccc1Nc1nc(NCCO)nc(N)c1[N+](=O)[O-] returned SKKanGAS inh -5, RGS4 act inactive, TRPC4 inh inactive, RGS4 block inactive, TRPC6 inhibitor inactive, MrgX1 ag inactive, HIF activator -0.2, MrgX1 antag inactive, MrgX1 allo act inactive, Platelet DG rel -30 and TRPC6 act inactive.
For Cc1ccc(-c2noc(/C=C/c3ccccc3)n2)cc1 the results were SKKanGAS inh -7, RGS4 act inactive, TRPC4 inh inactive, RGS4 block inactive, TRPC6 inhibitor inactive, MrgX1 ag inactive, HIF activator 3.1, MrgX1 antag inactive, MrgX1 allo act inactive, Platelet DG rel 15 and TRPC6 act inactive.
CCN(C(=O)CN1CCN(c2ccccc2OC)CC1)c1c(N)n(Cc2ccccc2)c(=O)[nH]c1=O was read as SKKanGAS inh 1, RGS4 act inactive, TRPC4 inh inactive, RGS4 block inactive, TRPC6 inhibitor inactive, MrgX1 ag inactive, HIF activator 1.3, MrgX1 antag inactive, MrgX1 allo act inactive, Platelet DG rel -2 and TRPC6 act inactive.
`CCc1nnc(NC(=O)C2CCN(c3nccc(C)n3)CC2)s1` gave SKKanGAS inh -1, RGS4 act inactive, TRPC4 inh inactive, RGS4 block inactive, TRPC6 inhibitor inactive, MrgX1 ag inactive, HIF activator -0.1, MrgX1 antag inactive, MrgX1 allo act inactive, Platelet DG rel 5 and TRPC6 act inactive.
`Nc1nonc1-n1nnc(C(=O)N/N=C/c2ccc(OCc3ccccc3)cc2)c1CN1CCCCC1` gave SKKanGAS inh 13, RGS4 act inactive, TRPC4 inh inactive, RGS4 block inactive, TRPC6 inhibitor inactive, MrgX1 ag inactive, HIF activator 0.8, MrgX1 antag inactive, MrgX1 allo act inactive, Platelet DG rel 6 and TRPC6 act inactive.
Screening Cc1nn(CCC(=O)N2CCN(S(=O)(=O)c3ccccc3)CC2)c(C)c1C returned SKKanGAS inh 1, RGS4 act inactive, TRPC4 inh inactive, RGS4 block inactive, TRPC6 inhibitor inactive, MrgX1 ag inactive, HIF activator -0.1, MrgX1 antag inactive, MrgX1 allo act inactive, Platelet DG rel -1 and TRPC6 act inactive.
Screening COc1ccccc1C(=O)N/N=C/c1c[nH]c2ccccc12 returned SKKanGAS inh 0, RGS4 act inactive, TRPC4 inh inactive, RGS4 block inactive, TRPC6 inhibitor inactive, MrgX1 ag inactive, HIF activator 1.4, MrgX1 antag inactive, MrgX1 allo act inactive, Platelet DG rel 3 and TRPC6 act inactive.
O=C(Nc1ccc2c(c1)OCCO2)C1CCC1 was read as SKKanGAS inh -1, RGS4 act inactive, TRPC4 inh inactive, RGS4 block inactive, TRPC6 inhibitor inactive, MrgX1 ag inactive, HIF activator 1.3, MrgX1 antag inactive, MrgX1 allo act inactive, Platelet DG rel -5 and TRPC6 act inactive.
Screening O=C(COC(=O)CCS(=O)(=O)c1ccccc1)NC(=O)c1ccc(OC(F)F)cc1 returned SKKanGAS inh -6, RGS4 act inactive, TRPC4 inh inactive, RGS4 block inactive, TRPC6 inhibitor inactive, MrgX1 ag inactive, HIF activator 0.1, MrgX1 antag inactive, MrgX1 allo act inactive, Platelet DG rel -3 and TRPC6 act inactive.
COCCNC(=S)N(CCCO)Cc1cc2cc3c(cc2[nH]c1=O)OCCO3 was read as SKKanGAS inh -2, RGS4 act inactive, TRPC4 inh inactive, RGS4 block inactive, TRPC6 inhibitor inactive, MrgX1 ag inactive, HIF activator -1.1, MrgX1 antag inactive, MrgX1 allo act inactive, Platelet DG rel 8 and TRPC6 act inactive.
COc1ccc(CNc2ccc3c(c2)ncn3C)cc1OC was read as SKKanGAS inh -4, RGS4 act inactive, TRPC4 inh inactive, RGS4 block inactive, TRPC6 inhibitor inactive, MrgX1 ag inactive, HIF activator 0.2, MrgX1 antag inactive, MrgX1 allo act inactive, Platelet DG rel -10 and TRPC6 act inactive.
For Cc1ccccc1SCC(=O)Nc1cc(C(F)(F)F)ccc1N1CCOCC1 the results were SKKanGAS inh -2, RGS4 act inactive, TRPC4 inh inactive, RGS4 block inactive, TRPC6 inhibitor inactive, MrgX1 ag inactive, HIF activator -0.2, MrgX1 antag inactive, MrgX1 allo act 11*, Platelet DG rel 2 and TRPC6 act inactive.
Screening Cc1cc2c(c(N)n1)c(=O)oc1ccccc12 returned SKKanGAS inh 5, RGS4 act inactive, TRPC4 inh inactive, RGS4 block inactive, TRPC6 inhibitor inactive, MrgX1 ag inactive, HIF activator 0.2, MrgX1 antag inactive, MrgX1 allo act inactive, Platelet DG rel 0 and TRPC6 act inactive.
For CCOC(=O)C1CCN(Cc2cnc(Oc3ccc(Cl)cc3C)s2)CC1 the results were SKKanGAS inh 15, RGS4 act inactive, TRPC4 inh inactive, RGS4 block inactive, TRPC6 inhibitor inactive, MrgX1 ag inactive, HIF activator 0.2, MrgX1 antag inactive, MrgX1 allo act inactive, Platelet DG rel 1 and TRPC6 act inactive.
